LDHA block – qHTS assay for inhibitors of human lactate dehydrogenase; AID 1347041, 2019; purified LDHA, NADH/diaphorase-resazurin fluorescence; hits give low values; L-lactate dehydrogenase A chain (Homo sapiens), P00338; actives 0.15% (n = 480,000); activity change, % (values are at about 110 or 230 µM); in the data active = activity change below about -30%; inconclusive = mostly about -25% to -30%;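 note: plate controls were DMSO wells for no effect and wells without enzyme for full effect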
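Remaining NADH was detected by diaphorase (0.133 mg/mL) converting 37 µM resazurin to fluorescent resorufin, read at 0 and 20 minutes. The preceding 5-minute room-temperature reaction used 2 nM LDHA, 0.2 mM sodium pyruvate and 0.06 mM NADH at pH 7.4.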
The depositor's hits bear a star; ? = inconclusive. Not all compounds are listed; count on the stated rates, not on these rows.

SMILES | LDHA block
COc1ccc(C(=O)C(C#N)C(=O)c2ccc(C)c(OC)c2)cc1 (configuration not stated) | 1.8
CC(=O)Nc1ccc(NC(=O)C2=C(c3ccccc3)SCCO2)cc1 | 0.0
CNc1oc(/C=C/c2ccc(OC)c(OC)c2)nc1C#N | 2.8
COc1ccc(C(=O)NC2CCCCC2)cc1C | 4.3
Cc1c(Br)c2ccccc2n1CC(=O)N(C)C | 3.7
Cc1ccc(C(=O)Nc2ccccc2SC2CCCC2)cn1 | -3.3
COc1cccc(C2CC(=O)Nc3c2c(=O)[nH]c2nc4ccccc4n32)c1OC (configuration not stated) | -1.0
Cc1nn(C)c2nc(C(C)C)cc(C(=O)N3CCN(c4ncccn4)CC3)c12 | -5.3
CCNc1nc(-c2ccc(NC(C)=O)cc2)cs1 | -18.2
O=C(NCCc1cccnc1)c1ccc(F)cc1 | -6.4
CCc1cccc2c(C(=O)CN3C(=O)CC4(CCCCC4)C3=O)c[nH]c12 | 1.3
CNC(=O)NC(=O)CN(C)Cc1cccc(Cl)c1Cl | -12.4
CCNCc1ccc(-c2ccccc2F)o1 | -0.4
CCc1ccc(NC(=O)N2CCN(c3nnc(C)c4c(C)n(-c5ccc(C)cc5)nc34)CC2)cc1 | -2.0
O=C(c1ccccc1Nc1ccc(SC(F)F)cc1)N(C1CCCCC1)C1CCCCC1 | 6.6
O=C(Nc1ccccc1)c1cc(=O)c2ccccc2o1 | -0.2
Cc1cccc(C)c1NC(=O)C(c1ccnc2ccccc12)N1CCN(C)CC1 (configuration not stated) | -1.3
CC1CCC(C(=O)NNC(=O)OC(C)(C)C)CC1 (configuration not stated) | 9.0
CC1CCC/C(=C(/C#N)c2nc(-c3ccccc3O)cs2)C1 (configuration not stated) | 5.6
O=c1c(-c2cccnc2)nc2ccccc2n1C(c1ccccn1)c1nc2ccccc2[nH]1 (configuration not stated) | 20.5
O=c1[nH]c(=O)n(CCc2ccccc2)c2nccc(-c3ccc(F)cc3)c12 | 3.2
Cc1c(C(=O)Nc2nccs2)[nH]c2c1C(=O)CCC2 | -17.2
O=C1CCCC2=C1C(c1ccsc1)CC(=O)N2c1cccc(C(F)(F)F)c1 (configuration not stated) | -3.5
CN1CCN(C2(CNC(=O)COc3ccc4ccc(=O)oc4c3)CCCCC2)CC1 | 8.9
O=Cc1c(-c2ccccc2)[nH]c2ccccc12 | 0.6
Cc1c(C)c2ccc(OCC(=O)NC3CC(C)(C)NC(C)(C)C3)c(C)c2oc1=O | 23.8
Cc1cc(SCC(=O)N(CCC#N)c2ccccc2)nc2ccccc12 | 10.0
N#C/C(=C\C=C\c1ccccc1)c1nc2ccccc2[nH]1 | 1.1
CCOC(=O)c1c(S(=O)(=O)Nc2cc(Cl)ccc2OC)c(C)n(C)c1C | -3.3
O=c1c2cc3ccccc3nc2ncn1CCc1ccc(Cl)cc1 | 0.9
N#Cc1cccc(NC(=O)c2ccc3c(c2)OCCCO3)c1 | 11.8
O=C(c1ccccc1OCc1nc(-c2ccccc2)no1)N1CCC(N2CCCCC2)CC1 | -1.4
Cc1ccccc1COC(=O)CSc1cnc2ccccc2n1 | 6.3
COc1ccc(-c2c(C)oc3cc(OC(=O)c4cccs4)ccc3c2=O)cc1 | 1.8
O=S1(=O)N[C@H](Cc2ccccc2)COc2cc(N3CCC[C@@H]3CO)ccc21 | -0.1
Cc1cc2oc(=O)cc(CSc3cccc(C(F)(F)F)c3)c2cc1C(C)C | 12.7
CC(=O)NNC(=S)Nc1ccc(Br)cc1Cl | 3.8
CCCCCCNC(=O)c1cccc(NC(=O)c2ccccc2)c1 | 6.7
CCC(c1nnnn1-c1ccc2c(c1)OCCO2)N1CCN(c2ncccn2)CC1 (configuration not stated) | 1.2
CC(=O)c1cccc(NC(=O)C(C)Sc2nc3ccc(Cl)cc3c(=O)n2CC(C)C)c1 (configuration not stated) | 2.8
O=C1Cc2cc(S(=O)(=O)N3CCN(C(=O)Nc4ccc(F)cc4)CC3)ccc2N1 | 3.8
CCn1c(SCC(=O)c2ccc(Br)s2)nnc1-c1ccc(OC)cc1 | 0.9
O=S(Cc1ccccc1)Cc1c(F)cccc1Cl (configuration not stated) | 5.2
O=C(NCc1ccc(F)cc1F)[C@@H]1CCCN1C(=O)[C@@H]1CCCN1C(=O)c1cccc2ccccc12 | -3.4
CN1CCN(c2ccc(NC(=O)COc3ccccc3F)cn2)CC1 | 8.7
O=C(OCc1ccc(Br)cc1)c1cnccn1 | 0.2
O=C(Oc1ccc(Cl)cc1)C1CCCC(C(=O)Oc2ccc(Cl)cc2)C1 (configuration not stated) | 1.8
CCN(CCCNC(=O)c1cc2ccccc2c(OC)n1)C(C)=O | 12.5
CCOc1ccc(N2C(=O)CCC2(C)C(=O)NC2CCCC2)cc1 (configuration not stated) | -1.2
CC1Cc2ccccc2N1C(=O)CSc1nc2cc(S(=O)(=O)N3CCOCC3)ccc2o1 (configuration not stated) | -0.6
CCN(C(=O)c1nn(Cc2ccccc2)c(=O)c2ccccc12)C(C)C | 0.9
O=C(CCCc1nc(-c2cccs2)no1)NCc1ccc(-n2cncn2)nc1 | -0.1
CCOc1cccc(C(=O)NC23CC4CC(CC(C4)C2)C3)c1 | -2.2
CCOC(=O)c1sc(NC2CCCC2)nc1C(F)(F)F | 4.1
CCOc1ccc(CN(C)C(=O)C2CCN(c3nc4ccccc4o3)CC2)cc1OC | -4.2
Cc1cc(CSc2nnc(-c3cccnc3)n2Cc2ccccc2)no1 | 8.2
COCCN(CC1CCCO1)CC1CCCO1 (configuration not stated) | 1.0
COC(=O)c1ccc(NC(=O)c2nc3ccccc3nc2N2CCCCC2)cc1 | 12.2
COc1ccccc1-c1nc(-c2cc3ccccc3nc2OC)no1 | -3.4
Cc1cccc(C)c1NC(=O)CN(CC(=O)Nc1c(C)cccc1C)Cc1nc2ccccc2o1 | 1.0

(cont.)
mol | LDHA block
CCCCCCn1nc(C(=O)OCC(=O)c2cc(C)n(C)c2C)c2ccccc2c1=O | 10.3
CCN(CC)S(=O)(=O)c1ccc(NS(=O)(=O)c2cccc(C(=O)O)c2)cc1 | 0.7
COc1ccc(-c2c(C)c3cc(OS(=O)(=O)c4ccccc4)ccc3oc2=O)cc1OC | 7.5
COc1ccccc1C(=O)Nc1ccc2oc(-c3cccc(I)c3)nc2c1 | 9.6
CC(=O)Nc1sc2c(c1-c1cccc3c1sc1ccccc13)CCNC2 | -4.1
CC(=O)NC1C(=O)N(CCOc2ccccc2)c2ccccc21 (configuration not stated) | 3.6
Cc1cc(-c2ccccc2)nc(=S)[nH]1 | 2.1
CN(C)CCNc1nc2c(c(=O)[nH]c(=O)n2C)n1Cc1cccc(Br)c1 | -14.8
Cc1ccc2oc(C(=O)Nc3c(C)cccc3C)cc(=O)c2c1 | 1.5
COc1cc2nc(CSCC(=O)NCCC(C)C)[nH]c(=O)c2cc1OC | 2.8
NC(=O)COC(=O)c1cc(-c2cccs2)nc2ccccc12 | -7.8
CCOc1cc(C#N)c(NC(=O)c2ccc3c(c2)OCO3)cc1OCC | 1.1
COc1cc2c(cc1OC)C(c1ccc(Cl)c(Cl)c1)C1=C(CCCC1=O)N2 (configuration not stated) | 10.1
COCCCNC(=O)C[C@@H]1C[C@@]2(C(=O)OC)CC(C)(C)CC=C2N(Cc2cccc3ccccc23)C1=O | 6.4
CC1CCc2c(sc(/N=C/c3ccc(C(C)(C)C)cc3)c2C#N)C1 (configuration not stated) | 4.3
Cc1cccc(C(=O)NCc2ccc(C)s2)n1 | 1.4
O=C(Nc1ccc(Cn2cncn2)cc1)c1csc(NCc2ccccc2)n1 | -1.2
COc1ccc(NCC(=O)NC(C)(C#N)C(C)C)cc1Cl (configuration not stated) | 6.4
O=C1c2ccccc2C(=Cc2ccsc2)c2ccccc21 | -3.0
COc1ccccc1C1c2c(ncn(-c3ccccc3)c2=N)Oc2ccc3ccccc3c21 (configuration not stated) | 10.1
CC(C)C[C@H]1CN(CCCC[C@@H]2CNC(=O)C(=O)N2CC2CCCCC2)C(=O)C(=O)N1CCc1ccccc1 | 1.7
CCN(CC)Cc1cc(C(=O)O)co1 | 3.7
CCCc1nc2ccccc2c(C(=O)OCC(N)=O)c1CC | -7.0
Cc1c(CC(=O)O)c(=O)oc2cc(OCc3ccccc3F)ccc12 | 8.2
CCc1cc(=O)oc2cc(OC(C)C(=O)NCc3cccnc3)c(Cl)cc12 (configuration not stated) | 13.6

A different layout for some results above.
compound: Cc1ccc2oc(C(=O)Nc3c(C)cccc3C)cc(=O)c2c1
  LDHA block: 1.5
compound: COc1cc2nc(CSCC(=O)NCCC(C)C)[nH]c(=O)c2cc1OC
  LDHA block: 2.8
compound: NC(=O)COC(=O)c1cc(-c2cccs2)nc2ccccc12
  LDHA block: -7.8
compound: CCOc1cc(C#N)c(NC(=O)c2ccc3c(c2)OCO3)cc1OCC
  LDHA block: 1.1

Back to the main list; the three compounds before the break are reprinted first.
mol | LDHA block
CCCc1nc2ccccc2c(C(=O)OCC(N)=O)c1CC | -7.0
Cc1c(CC(=O)O)c(=O)oc2cc(OCc3ccccc3F)ccc12 | 8.2
CCc1cc(=O)oc2cc(OC(C)C(=O)NCc3cccnc3)c(Cl)cc12 (configuration not stated) | 13.6
COCCn1cc(C(=O)NCCc2ccccc2OC)ccc1=O | -10.5
COc1ccccc1N1CCN(C(=O)CSc2nnc3c(=O)n(-c4cccc(F)c4)ccn23)CC1 | -4.3
COc1ccc(Nc2sc(C(=O)c3ccc(Cl)cc3)c(N)c2C(N)=O)cc1 | -13.0
CC(=O)Nc1ccc2nc(SCc3ccc(Cl)cc3)sc2c1 | 2.1
O=C(COc1ccccc1)Nc1nc(-c2ccc(S(=O)(=O)N3CCCC3)cc2)cs1 | 8.8
O=S(=O)(c1cc(Cl)ccc1Cl)N1CCN(c2nnnn2-c2ccccc2)CC1 | 8.1
O=C(NCCCc1ccccc1)C1CCN(c2nc(-c3ccc(Br)cc3)cs2)CC1 | -11.0
CC(C)C(=O)Nc1ccc(Cl)c(Cl)c1 | -3.3
COc1ccc2nc(/C(C#N)=C\c3ccco3)[nH]c2c1 | ?
Cc1ccc(CNC(=O)Nc2c(NC3CCCC3)c3ccccc3oc2=O)cc1 | -7.3
COc1ccccc1-c1sc2ccccc2c1-c1cnc(N2CCOCC2)nc1 | -9.9
N#CCc1ccc(NC(=O)CNc2cccc(Br)c2)cc1 | -0.5
Cc1nc2c3c(C)c(C)n(Cc4cccnc4)c3ncn2n1 | 11.0
Cc1ccc(Nc2nc(-c3ccccc3)c(C(=O)Nc3cccnc3)s2)c(C)c1 | 5.5
CCn1c(C(=O)NC2CCN(CC(=O)NC3CC3)CC2)cc2ccccc21 | -0.5
Cc1ccc(NC(=O)Cc2n[nH]c(=O)c3ccccc23)cc1F | 8.6
O=S(=O)(c1ccccc1)N1CCN(S(=O)(=O)c2ccc3c(c2)OCCO3)CC1 | -7.6
O=C(NCc1ccccc1)C(c1ccccc1)n1c(C2CC2)nc2ccccc21 (configuration not stated) | 3.0
COc1cccc(NC(=O)Cc2c(Cl)cccc2Cl)c1 | -6.6
O=C(O)CC1(Cc2nc3ccccc3s2)CCCC1 | 11.0
Cc1ccc2c(c1)OC=CC(C(=O)Nc1ccc3oc(=O)ccc3c1)=C2 | -18.6
COc1ccc(/C=C(/C#N)c2ccccc2F)c(OC)c1 | 1.9
CCCOC(=O)c1cn(C)nc1S(=O)(=O)N1CCSCC1 | -1.8
NC(=O)c1csc(C2OC(CO)C(O)C2O)n1 (configuration not stated) | -1.7
O=C(CCC1CCCC1)N1CCN(c2nc3ccccc3o2)CC1 | 1.1
O=C(OCC(=O)N1CCc2ccccc21)c1cc([N+](=O)[O-])ccc1Cl | 1.3
Cc1noc2nc(-c3ccccc3F)cc(C(=O)NCc3ccccc3)c12 | 2.2
COc1nc2ccccc2nc1N1CCC(C(=O)Nc2ccc(C)c(Cl)c2)CC1 | 3.0
NC(=O)C1CCN(C(=O)C2CCN(S(=O)(=O)Cc3ccccc3Cl)CC2)CC1 | 1.2
O=C(COc1ccc2c(-c3ccc(F)cc3)noc2c1)OCc1ccccc1 | -4.5
CN1CCN(c2nc3c(c(=O)n(C)c(=O)n3C)n2CC(=O)c2ccc(Cl)cc2)CC1 | 6.1
CC(C)(C)NC(=O)C1C(c2ccccc2)=Nc2ccccc2N1C(=O)c1ccc(C(F)(F)F)cc1 (configuration not stated) | 3.4
Cn1c(=O)[nH]c(=O)c2c1nc(N1CCN(CC(N)=O)CC1)n2Cc1ccccc1 | 4.4
Nc1cc(Cl)ccc1Sc1ccccc1 | 11.3
CC(Oc1ccc(-c2ccccc2)cc1)C(=O)NC(C)(C#N)C(C)C (configuration not stated) | -0.3
O=C1CCCC[C@@H](O)[C@H](O)C[C@H](c2ccccc2)O1 | 2.9
NNc1ccc(Cc2ccc(NN)cc2)cc1 | -1.1
O=C(CCc1ncc(-c2ccc(F)cc2)o1)NCc1cccc(Cl)c1 | -0.5
CCC(=O)Nc1ccc(-c2csc(NC3CC3)n2)cc1 | 0.6
CCC(=O)NCCSCc1ccsc1 | 0.2
CCOc1cccc(C(=O)Nc2ccc(OCC)c3ncccc23)c1 | 7.2
CCC(C)NC(=O)c1ccc(CNC(=O)C2CCCCC2)cc1 (configuration not stated) | 5.4
CCOC(=O)c1cnc2ccccc2c1N1CCC(C(N)=O)CC1 | -1.9
NC(=O)COC(=O)c1ccc(C2Nc3ccccc3S(=O)(=O)N2)cc1 (configuration not stated) | -1.5
CCOc1nc2ccccc2nc1N1CCC(C(=O)NCc2ccc(C)cc2)CC1 | 2.9
Cc1ccc(Cn2nc(C)c3cc(C(=O)N4CCN(CC(=O)N(C)C)CC4)sc32)cc1 | 9.5

Screening data (PubChem BioAssay)
